Screening data as filed in PubChem BioAssay.
BRCA1 expr act: increases BRCA1 expression; AID 624202; hit rate 1.1% among 380,000; MCF7-BRCA1-FFLuc reporter, luminescence, 48 h; response scale: scaled: vehicle 0%, 10 µM genistein 100%; Potency, µM (top dose mostly 46.1 µM), for inactives: at the top dose activation, usual class: activators; active = well fitted activation curve with a large enough effect; note: nearly all actives have a fitted effect of over 80% in size; some results filed as inactive show a strong effect at the top dose
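48 h compound treatment of MCF7-BRCA1-FFLuc cells (phenol-red free MEM, 37 °C), then 15 min with luciferase substrate and luminescence imaging.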
Active calls of the source: *; [ ] = remark or other dose. Potency is the fitted concentration of half-maximal effect.

compound	BRCA1 expr act
CCc1nc2ccc(C(=O)Nc3ccc(OC)c(OC)c3)cn2c1N(CCC(C)C)CCN(C)C	-23.3%
CCCCOc1ccc(S(=O)(=O)NC(=O)C2(C)CCN2C(=O)CCc2ccccc2)cc1 (stereo unspecified)	21.8%
COc1cc(OC)c(NC(=O)CC2SC(N)=NC2=O)cc1Cl (stereo unspecified)	-5.2%
CCC(C(=O)NC1CCCCCC1)c1ccccc1 (stereo unspecified)	-1.4%
CC1(C(=O)NS(=O)(=O)c2cccs2)CCN1C(=O)c1ccccc1 (stereo unspecified)	10.9%
COc1ccc(CNCCS(=O)(=O)NC2CCCCC2)cc1	-17.6%
O=C(Nc1ccc2c(c1)OCCO2)C(CCc1ccccc1)N1CCN(C/C=C/c2ccccc2)CC1 (stereo unspecified)	-27.5%
Cc1ccc(CN2CCC[C@]3(N[C@H](c4ccccc4)[C@@H]4C(=O)N(Cc5ccccc5)C(=O)[C@@H]43)C2=O)cc1	-20.4%
CC1(C(=O)NS(=O)(=O)c2ccc(Cl)cc2)CCN1C(=O)Cc1ccc(-c2ccccc2)cc1 (stereo unspecified)	0.0%
O=S(=O)(Nc1cccc(S(=O)(=O)N2CCCC2)c1)c1ccc(Br)cc1	-5.7%
COc1cc(OC)cc(-c2c(Sc3ccccc3)c3cc(-c4ccc(OC)nc4)ccc3n2C)c1	-16.9%
C=CCC12C=C(OC)C(=O)OC(OC)(C1O)[C@H](c1ccc3c(c1)OCO3)[C@H]2C (stereo partly specified)	-6.6%
COc1ccc(-c2ccc(C(=O)Nc3cccc(C(F)(F)F)c3)c3occc23)c(C)c1	-0.1%
CC(C)[C@H](NC(=O)OCc1ccccc1)C(=O)OCC(=O)N1C(C)CCCC1C (stereo partly specified)	3.6%
COCc1c(C(=O)NCC(c2ccco2)N2CCCC2)oc2ccccc12 (stereo unspecified)	-37.3%
Oc1ccc(C[C@H]2CNC(=S)N2CC2CCCN2C[C@H](Cc2ccc(O)cc2)N2C[C@H](Cc3ccccc3)N(CC3CCCCCC3)C2=S)cc1 (stereo partly specified)	-68.5%
CC(C)N1CCC1(C)C(=O)Nc1ccc2scnc2c1 (stereo unspecified)	0.0%
O=C(NCc1ccc(F)cc1)c1[nH]c(C(F)(F)F)nc1-c1ccccc1	6.7%
Cc1ccc(S(=O)(=O)N2CCC(=O)N([C@H](COCc3cccc(C)c3)C(C)C)CC2)cc1	-5.5%
CCCCCCC[n+]1c(/C=C/c2ccc(N(C)C)cc2)sc2ccccc21	-11.6%
Cn1cnc2nc(Cl)nc(Cl)c21	-81.2%
CSc1ccc(CN(C)C(=O)c2ccc(S(=O)(=O)Nc3c(C)n(C)n(-c4ccccc4)c3=O)cc2)cc1	6.0%
OCCN1CCN(CCO)C1=S	-1.9%
Cc1ccc(OCC(=O)NNC(=O)Nc2ccc(Cl)cc2)c(Br)c1	-0.6%
CC1(C(=O)NS(=O)(=O)Cc2ccccc2C(F)(F)F)CCN1C(=O)c1cccc(F)c1 (stereo unspecified)	29.8%

Look-ups from the entries so far.
BRCA1 expr act, OCCN1CCN(CCO)C1=S reads -1.9%
BRCA1 expr act, CCc1nc2ccc(C(=O)Nc3ccc(OC)c(OC)c3)cn2c1N(CCC(C)C)CCN(C)C reads -23.3%

Of the compounds above, 3 contain fluorine.
compound	BRCA1 expr act
COc1ccc(-c2ccc(C(=O)Nc3cccc(C(F)(F)F)c3)c3occc23)c(C)c1	-0.1%
O=C(NCc1ccc(F)cc1)c1[nH]c(C(F)(F)F)nc1-c1ccccc1	6.7%
CC1(C(=O)NS(=O)(=O)Cc2ccccc2C(F)(F)F)CCN1C(=O)c1cccc(F)c1 (stereo unspecified)	29.8%

(cont.)
compound	BRCA1 expr act
CCN1C(=O)[C@H]2[C@@H](c3ccccc3)N[C@]3(CCCN(Cc4ccc(C)cc4)C3=O)[C@H]2C1=O	21.4%
C=C1C(=O)[C@]23C[C@H]1CCC2[C@@]1(C)C(C[C@@H]3O)[C@](C)(C(=O)O)CC[C@@H]1O (stereo partly specified)	-43.0%
COc1ccc(CN2C(=O)C(CC(=O)NCCCN(C)C)CC(C(=O)N(C(C)C)C(C)C)=C2C)cc1 (stereo unspecified)	-8.7%
CN(C(=O)c1ccccc1)C(=O)c1ccccc1	-14.0%
Cn1c(NCCc2ccncc2)nc2cc(-c3ccccc3)sc2c1=O	4.3%
CC1(C(=O)NS(=O)(=O)c2ccccc2C(F)(F)F)CCN1C(=O)CC1CCCC1 (stereo unspecified)	24.4%
O=C(COC(=O)c1ccc(F)cc1Cl)NC1CC1	-1.6%
Fc1ccc(-c2nnc(-c3ccc4ccccc4c3)o2)cc1	-17.5%
CC(=O)Nc1ccc(NC(=O)C2Cc3c(-c4ccc5c(c4)OCO5)ccnc3O2)cc1 (stereo unspecified)	5.0%
C[C@@H]1CN([C@H](C)CO)C(=O)CCCn2cc(nn2)CO[C@H]1CN(C)C(=O)Nc1ccc2c(c1)OCCO2	65.4%
CCOC(=O)C(C(=O)OCC)C(=O)c1cccc2ccc3ccccc3c12	-7.3%
O=C(CNC(=O)C(c1ccccc1)c1ccccc1)OCC(=O)c1cccc2ccccc12	3.2%
O=C(Nc1ccccc1N1CCOCC1)c1cccc2ccccc12	-6.1%
CN(C(=O)COC(=O)c1ccc(S(=O)(=O)N2CCCCCC2)cc1)c1ccccc1	6.9%
CC(C)S(=O)(=O)N1CCN(c2nc(-c3cccs3)nc3ccccc23)CC1	-32.8%
CCN1C(=O)[C@@H]2[C@@H]3CN(S(=O)(=O)c4ccc(C)cc4)[C@@H](c4ccccc4Cl)[C@@H]3C(=O)C[C@@H]2C1=O	-4.9%
Cn1ccc2c(-c3ccc(C(N)=O)cc3)cc3c(c21)C1CCC3C1 (stereo unspecified)	17.7%
CCC(CC)C(=O)N(C)c1c(C)nc2c(OCc3ccccc3C)cccn12	-17.9%
O=C(C[N+]12CN3CN(CN(C3)C1)C2)c1ccc(O)c(O)c1	3.2%
O=[N+]([O-])c1ccc(N=Nc2ccc(O)c3ccccc23)cc1	-63.8%
CCCCN1C[C@H](COC(=O)CCC)Oc2cccc(F)c2S1(=O)=O	7.3%
O=C(c1ccco1)N1CCN(C(=O)c2ccco2)C1=S	-81.1%
Cc1ccc(CNc2ncnc3ccc(-c4ccc(CO)o4)cc23)o1	-52.8%
O=C(C=Cc1ccco1)c1ccc([N+](=O)[O-])cc1	21.0%
O=C(NC(=O)c1ccc(Cl)cc1)Nc1cc(N2CCCCC2)ncn1	28.4%
CCCNC(=O)C1(C)CCCN(C(=O)c2cc(F)ccc2C)C1 (stereo unspecified)	0.0%
CCCCn1nnnc1C(c1cc2ccccc2o1)N1CCN(c2ccccc2F)CC1 (stereo unspecified)	-10.1%
COc1cccc(C#Cc2ccc3c(c2)O[C@H](CN(C)C)[C@@H](C)CN([C@@H](C)CO)S3(=O)=O)c1	-42.9%
COc1cccc(C(O)c2ncc(-c3cccc4ccccc34)[nH]2)c1 (stereo unspecified)	0.0%
Cc1ccc(COC[C@H](CC(C)C)N2CCN(C(=O)c3cccc(C(F)(F)F)c3)CCC2=O)cc1	-30.2%
O=C(c1ccc2c(=O)n(Cc3ccc4c(c3)OCO4)c(=S)[nH]c2c1)N1CCN(Cc2ccccc2)CC1	-18.6%
CSc1nc(N)c(C(=O)N(c2ccccc2)c2ccccc2)s1	-30.5%
CCOc1ccc(S(=O)(=O)NCCC(=O)N2CCN(C(C)=O)CC2)cc1	-13.7%
COCCNC(=O)C1CC(c2ccc(C(F)(F)F)cc2)=NO1 (stereo unspecified)	19.4%
Cc1ccc(S(=O)(=O)CCC(=O)OCC(=O)Nc2cccc(S(=O)(=O)N3CCCCC3)c2)cc1	-5.2%
COc1cc(C(O)c2nc(-c3ccccc3C)cs2)ccc1F (stereo unspecified)	0.0%
Cc1onc(-c2ccccc2)c1C(=O)N[C@@H]1C(=O)N2C1SC(C)(C)[C@@H]2C(=O)O (stereo partly specified)	1.5%
c1ccc(CN2CCC(CNc3ncnc4ccccc34)C2)cc1 (stereo unspecified)	-18.4%
CC1C(=O)N(Cc2cn(Cc3ccco3)nn2)CCS(=O)(=O)N1Cc1ccc(-c2ccccc2C(F)(F)F)cc1 (stereo unspecified)	-4.5%
CC(=O)N1C[C@@H](CO)[C@@H](N(C)C(=O)c2ccco2)C[C@H]1c1ccccc1	11.0%
COc1cc(F)ccc1-c1cc(C(=O)Nc2cc(OC)c(OC)c(OC)c2)[nH]n1	4.3%
c1coc(-c2nc3ccccc3s2)c1	95.0%
CCOC(=O)C1=C(C)N=c2sc(=Cc3ccc(OCC(=O)O)cc3)c(=O)n2C1c1ccc(SC)cc1 (stereo unspecified)	-3.6%
COc1cccc(SCc2noc(C(=O)NCC3CC3)c2C(=O)NCC2CC2)c1	-10.0%
CCOC(=O)CN1C(=O)N2C[C@H]3CON(C)[C@H]3C[C@H]2c2ccccc21	-1.4%
CC(C)N1CCCC(C)(C(=O)Nc2ccccc2)C1 (stereo unspecified)	21.2%
CS(=O)(=O)c1ccc(C(=O)N2CCN(S(=O)(=O)c3ccc(C4CCCCC4)cc3)CC2)cc1	-10.8%
CCCCN(CCCC)c1ccc(Cn2ccc3ccccc32)cc1	-76.0%
COC(=O)C=C1CCC2C3CC(F)C4(O)CC(=O)CCC4(C)C3C(=O)CC12C (stereo unspecified)	-18.3%
Cc1ccccc1Oc1ccc2c(c1)[C@@H]1C[C@H](N(C)C(=O)NC3CCCCC3)[C@H]([C@H](C)O)C(=O)N1CC2	0.0%

(listing goes on)
compound	BRCA1 expr act
COc1cc(C(C)n2nnc3ccccc32)ccc1O (stereo unspecified)	3.6%
Cc1ccc(S(=O)(=O)N2CCc3ccccc3CC2)cc1	-37.3%
COc1ccc(OC)c(C=C2CCc3ccccc3C2=O)c1	-58.4%
CCOC(=O)C1CCCN(C(=O)COc2ccc(C(C)(C)C)cc2)CC1 (stereo unspecified)	-24.2%
CCc1c(C)c(C#N)c2nc3ccccc3n2c1NCCCN(C)C	-0.1%
Cc1c(Cl)cccc1NC(=O)C1CC(=O)N(C2CCCC2)C1 (stereo unspecified)	-7.4%
OC(CBr)CN1CCCCC1 (stereo unspecified)	0.0%
C[C@@H]1CN([C@@H](C)CO)C(=O)c2cc(Br)cnc2O[C@@H]1CN(C)C(=O)Nc1ccc(F)cc1	12.9%
CCOC(=O)c1c(-c2ccccc2)c[nH]c1C	77.6%
COc1ccc(-c2ccc3oc(-c4ccsc4)cc3c2)cc1	-4.3%
COc1cccc(/C=C/C(=O)OCC(=O)NC2CCCCCC2)c1	-2.9%
CCc1nc2ccc(C(=O)NCc3ccc(OC)cc3)cn2c1N(C)CCC(C)C	-35.4%
NS(=O)(=O)c1ccc(CNC(=O)Cc2ccsc2)cc1	-4.8%
COc1ccc2nccc(/C=C/c3ccc(N(C)C)cc3)c2c1	-27.3%
Cc1nn(S(=O)(=O)c2ccc([N+](=O)[O-])cc2)c(C)c1Sc1ccccc1	6.3%
CN1CC[C@@]2([C@@]34CCN(C)C3Nc3ccccc34)c3ccccc3NC12 (stereo partly specified)	11.1%
C=C1NN(Cc2ccc(OC)cc2)C(=O)N1c1ccccc1	8.2%
CC(C)(O)CN(CCCNC(=S)Nc1ccccc1)C(=S)Nc1ccccc1	4.5%
CCCc1c(C(=O)N/N=C(\C)c2ccc(CC(C)C)cc2)nnn1-c1nonc1N	6.1%
O=C1C[C@@H]2c3c(cccc3CN1Cc1ccccc1Br)C[C@@H](O)[C@H]2O	10.7%
COc1cc(C(=O)N2CCN(CCCc3ccccc3)CC2)cc(OC)c1OC	-1.6%
COC(C/C=C/[C@@H](O)[C@H](C)OCc1ccccc1)OC	4.4%
CC(C)C[C@H]1CNC(=S)N1C[C@H]1CCCN1C[C@H](Cc1ccccc1)N1C[C@H](Cc2ccc(O)cc2)N(CC2CCCCC2)C1=S	-68.1%
CNc1nc(NC)c2cn[nH]c2n1	-6.0%
Cc1c(N2C(=O)/C(=C/c3cccc4ccccc34)SC2=S)c(=O)n(-c2ccccc2)n1C	-28.4%

Structural class, the compounds so far containing a nitro group on carbon (three)
compound	BRCA1 expr act
O=[N+]([O-])c1ccc(N=Nc2ccc(O)c3ccccc23)cc1	-63.8%
O=C(C=Cc1ccco1)c1ccc([N+](=O)[O-])cc1	21.0%
Cc1nn(S(=O)(=O)c2ccc([N+](=O)[O-])cc2)c(C)c1Sc1ccccc1	6.3%

Further records:
compound	BRCA1 expr act
COc1cc(NCCCn2cnc(C(=O)Nc3ccc(C)c(C)c3)n2)cc(OC)c1OC	-5.1%
Fc1ccc(Oc2ccnc(Cl)n2)c(Cl)c1	0.8%
Fc1ccc(CCn2c(Cn3c(-c4cnccn4)nc4ccccc43)nc3ccccc32)cc1	-33.5%
NC(=O)C1(Nc2ccc(-c3ccc(Br)cc3)cc2)CCCC1	61.0%
COCCNC(=O)C1(C)Cc2c(-c3cccc(C(F)(F)F)c3)ccnc2O1 (stereo unspecified)	-44.5%
CCOC(=O)C1(C)CCCN1C(=O)c1ccc(OC)c(OC)c1 (stereo unspecified)	-0.8%
O=C(CN1C(=O)c2ccccc2S1(=O)=O)c1ccc(Cl)cc1Cl	-91.0%[inhibitor]
COc1ccc(-c2cc3nc(NCCCN(C)C)n(C)c(=O)c3s2)c(C)c1	6.4%
CC1CN(C(C)C)C(=S)N(c2ccccc2)C1=O (stereo unspecified)	-17.9%

The list is partial. The share of hits here may be higher or lower than overall.
